Screens: PubChem BioAssay, Broad Institute
CAL PDZ FP-1 – CAL PDZ peptide-binding inhibitors, primary screen, biochemical, fluorescence polarization, Cer-tagged CAL PDZ, HTS. inhibition, % at 20 µM. Golgi-associated PDZ and coiled-coil motif-containing protein (Homo sapiens), Q9HD26. hit rate 0.02% among 330,000. purified CAL PDZ, TMR-peptide fluorescence polarization, 1 h. AID 504414, 2011;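 active = highest replicate inhibition of at least 40%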;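 also: plate controls were DMSO neutral control wells for no effect and unlabeled competitor peptide control wells for full effect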
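Read-out basis: mP drop reported as inhibition | Assay system: Tagged CAL PDZ protein CerCALP, purified | Benchmarks: Unlabelled peptide for full inhibition, DMSO wells as neutral | Schedule: 1 h incubation at room temperature before polarization reading | Buffer or medium: Sodium phosphate/NaCl buffer pH 7.4 with TCEP, IgG, Thesit | Doses: Single point, 20 µM | Measured by: Fluorescence polarization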
Rtt109 HAT inh – inhibitors of C. albicans Rtt109/Vps75 HAT, primary screen, biochemical, ThioGlo CoA-SH fluorescence, plate reader. Histone acetyltransferase RTT109 (Candida albicans (strain SC5314 / ATCC MYA-2876)), …. purified Rtt109/Vps75, 4 h. inhibition, % at 34.9 µM. hit rate 0.16% among 330,000. AID 540336, 2011;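 active = inhibition of at least 50% in every replicate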
Target sequence (Q5AAJ8 whole entry, looked up): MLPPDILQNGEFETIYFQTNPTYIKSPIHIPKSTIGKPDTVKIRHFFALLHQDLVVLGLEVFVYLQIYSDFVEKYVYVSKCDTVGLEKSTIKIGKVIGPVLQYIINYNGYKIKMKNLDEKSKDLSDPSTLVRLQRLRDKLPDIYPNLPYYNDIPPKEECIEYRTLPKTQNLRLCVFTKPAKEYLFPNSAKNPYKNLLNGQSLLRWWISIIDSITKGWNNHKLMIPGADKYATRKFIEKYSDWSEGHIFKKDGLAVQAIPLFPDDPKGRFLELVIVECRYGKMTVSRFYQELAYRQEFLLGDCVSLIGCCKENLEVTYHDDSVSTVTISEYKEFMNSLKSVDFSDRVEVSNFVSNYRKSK
MITF TRPM1 HTS – activators of MITF-driven TRPM1 promoter reporter, primary screen, cell-based, SK-MEL-5, luciferase, single point; AID 588334, 2011; hit rate 0.75% among 300,000; SK-MEL-5 TRPM1-promoter luciferase, 24 h; % of positive control, neutral wells = 0; activation, % at 12.5 µM;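 active = mean activation of at least 80% with every replicate also reaching 80%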;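 also: 0% = neutral control wells and 100% = parthenolide positive control wells; values of inactives mirror those of a sister screen read the other way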
CAL PDZ FP-2 – untagged CAL PDZ binding inhibitors, primary screen, biochemical, fluorescence polarization, HTS. Golgi-associated PDZ and coiled-coil motif-containing protein (Homo sapiens), Q9HD26. purified CAL PDZ, TMR-peptide fluorescence polarization, 1 h. inhibition, % at 24.9 µM. hit rate 0.92% among 300,000. AID 602252, 2012;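 active = mean inhibition of at least 30% with at least half of replicates also reaching 30%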;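 also: 0% = DMSO neutral control and 100% = excess unlabeled competitor peptide PRC23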
NSD2 HMT inh – NSD2 histone methyltransferase inhibitors, primary screen, biochemical, AlphaScreen, single concentration, set 2. Histone-lysine N-methyltransferase NSD2 (Homo sapiens), O96028. NSD2 peptide methylation, 120 min. inhibition, % at 12.5 µM. hit rate 0.54% among 310,000. AID 743445, 2014; in the data active = inhibition above about 50%
PfHsp90 set2 – growth inhibition of PfHsp90-expressing yeast, primary screen, antimalarial PfHsp90 inhibitor project, S. cerevisiae, BacTiter-Glo luminescence, single point, set 2; inhibition, % at 9.4 µM; AID 504621, 2011; hit rate 0.32% among 310,000; BacTiter-Glo ATP, 48 h; yeast lacking PDR1 and PDR3 efflux regulators;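 active = every replicate shows inhibition above about 80%, whatever the replicate mean, limit read from the data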;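 also: 0% = DMSO neutral controls and 100% = 20 µM radicicol positive controls; yeast relying on Plasmodium falciparum Hsp90 in place of its own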
SR-BI HDL uptake – inhibitors of SR-BI mediated HDL lipid uptake, primary screen, ldlA[mSR-BI] cells, fluorescence, single point; Scavenger receptor class B member 1 (Mus musculus), Q61009; ldlA[mSR-BI] CHO cells, DiI-HDL uptake fluorescence, 3 h; inhibition, % at 12.5 µM; hit rate 0.96% among 320,000;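 active = mean replicate inhibition of at least 70% and a set share of replicates each scoring 70 or more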;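 also: 0% = median of neutral control wells and 100% = median of positive control wells; values of inactives mirror those of a sister screen read the other way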
Target sequence (Q61009 whole entry, looked up): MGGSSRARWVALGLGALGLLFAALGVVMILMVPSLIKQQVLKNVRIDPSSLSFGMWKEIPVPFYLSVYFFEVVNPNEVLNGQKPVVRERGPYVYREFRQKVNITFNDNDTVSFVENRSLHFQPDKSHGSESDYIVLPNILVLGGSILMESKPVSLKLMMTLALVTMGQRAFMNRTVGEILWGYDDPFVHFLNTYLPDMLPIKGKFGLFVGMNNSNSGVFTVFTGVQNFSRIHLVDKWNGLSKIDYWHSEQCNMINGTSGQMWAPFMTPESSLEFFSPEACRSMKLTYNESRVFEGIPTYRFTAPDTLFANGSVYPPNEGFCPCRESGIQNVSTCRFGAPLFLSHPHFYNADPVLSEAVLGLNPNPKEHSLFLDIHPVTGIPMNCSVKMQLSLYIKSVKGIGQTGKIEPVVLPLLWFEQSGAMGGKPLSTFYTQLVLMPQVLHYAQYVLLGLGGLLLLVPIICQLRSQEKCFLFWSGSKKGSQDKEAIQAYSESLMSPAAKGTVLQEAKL
SR-BI DiI-HDL act – activators of SR-BI mediated DiI-HDL uptake, primary screen, ldlA[mSR-BI] CHO cells, DiI fluorescence; hit rate 0.096% among 320,000; activation, % at 12.5 µM; 3 h; 100 = double the neutral-control signal; AID 504775, 2011;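 active = mean replicate activation of at least 60% and every replicate at or above 60%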;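 also: 0% = median plate neutral-control signal and 100% = twice that signal; values of inactives mirror those of a sister screen read the other way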
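Material: SR-BI-overexpressing, LDLR-lacking CHO cells | Dosing: Single compound concentration, delivered by pin transfer | Probe or stimulus: Labelled HDL, 10 µg/mL | Signal: Bottom-read cell fluorescence after medium removal, ex 550/em 595 nm | Schedule: 3 h, 37 °C | Evaluation: HDL uptake via cellular fluorescence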
PvdQ inh – P. aeruginosa PvdQ acylase inhibitors, primary screen, biochemical, fluorescence, plate reader and imaging, single point; purified PvdQ acylase; inhibition, % at 10 µM; hit rate 0.063% among 340,000; AID 488965, 2010; in the data active = inhibition above about 30%, passing the limit was not always enough;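 also: 0% = vehicle neutral wells and 100% = reference inhibitor wells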
dFosB activator – activators of delta FosB homodimer, primary screen, biochemical, fluorescence polarization, TAMRA-CDK5 oligo, single point. purified delta FosB; percent of positive-control signal above neutral wells. activation, % at 25 µM. Protein FosB (Mus musculus), P13346. hit rate 0.99% among 340,000;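 active = mean activation above about 17%, with every replicate also reaching it, limit read from the data, passing the limit was not always enough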;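 also: fluorescence polarization rise as delta FosB binds a TAMRA Cdk5 AP-1 oligo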
* = called active by the depositor.

Start of the data: the first two records (preview)
What do the screens show for `Cc1cc(NC(=O)CSc2nc3c([nH]c4ccccc43)c(=O)n2-c2cccc(C(F)(F)F)c2)no1`?
Rtt109 HAT inh: -4; MITF TRPM1 HTS: -27; CAL PDZ FP-2: -1; PfHsp90 set2: -69; SR-BI HDL uptake: 52; SR-BI DiI-HDL act: -52; PvdQ inh: -13; dFosB activator: -2

Results for COC(CNc1ncnc2c1cnn2C)OC ?
CAL PDZ FP-1: -3.0; Rtt109 HAT inh: -11; MITF TRPM1 HTS: -2; CAL PDZ FP-2: -3; NSD2 HMT inh: -3; PfHsp90 set2: 4; SR-BI HDL uptake: -11; SR-BI DiI-HDL act: 11; PvdQ inh: -11; dFosB activator: 1

Main list, from the first entry:
What do the screens show for `Cc1cc(NC(=O)CSc2nc3c([nH]c4ccccc43)c(=O)n2-c2cccc(C(F)(F)F)c2)no1`?
Rtt109 HAT inh: -4; MITF TRPM1 HTS: -27; CAL PDZ FP-2: -1; PfHsp90 set2: -69; SR-BI HDL uptake: 52; SR-BI DiI-HDL act: -52; PvdQ inh: -13; dFosB activator: -2

Results for COC(CNc1ncnc2c1cnn2C)OC ?
CAL PDZ FP-1: -3.0; Rtt109 HAT inh: -11; MITF TRPM1 HTS: -2; CAL PDZ FP-2: -3; NSD2 HMT inh: -3; PfHsp90 set2: 4; SR-BI HDL uptake: -11; SR-BI DiI-HDL act: 11; PvdQ inh: -11; dFosB activator: 1

What do the screens show for `O=C(Nc1nc(-c2ccc3c(c2)OCCO3)cs1)C1CCCC1`?
CAL PDZ FP-1: -1.8; Rtt109 HAT inh: 7; MITF TRPM1 HTS: 144*; CAL PDZ FP-2: -5; NSD2 HMT inh: 36; PfHsp90 set2: -19; PvdQ inh: -12; dFosB activator: 3

What do the screens show for `c1cncc(-c2nc3cc4ccccc4cc3[nH]2)c1`?
CAL PDZ FP-1: -5.0; Rtt109 HAT inh: -2; MITF TRPM1 HTS: 46; CAL PDZ FP-2: -8; PfHsp90 set2: 16; SR-BI HDL uptake: 18; SR-BI DiI-HDL act: -18; PvdQ inh: -10; dFosB activator: -9

Results for Cc1cc(C)c(C)c(S(=O)(=O)NCCCN2CCCC2=O)c1C ?
CAL PDZ FP-1: -0.5; Rtt109 HAT inh: -11; MITF TRPM1 HTS: -3; CAL PDZ FP-2: -4; NSD2 HMT inh: 1; PfHsp90 set2: -8; SR-BI HDL uptake: 0; SR-BI DiI-HDL act: 0; PvdQ inh: -11; dFosB activator: 3

What do the screens show for `O=C1N[C@H](Cc2ccccc2)COC(=O)[C@H](Cc2ccc(F)cc2)CC/C=C/C[C@H]1CC(=O)N(CCO)Cc1ccccc1`?
CAL PDZ FP-1: -0.6; Rtt109 HAT inh: 9; MITF TRPM1 HTS: -5; CAL PDZ FP-2: 1; PfHsp90 set2: -6; SR-BI HDL uptake: 13; SR-BI DiI-HDL act: -13; PvdQ inh: -9; dFosB activator: -8

What do the screens show for `COc1ccc(OC)c(S(=O)(=O)N2CCCC(C)C2)c1` (configuration not stated)?
CAL PDZ FP-1: -0.6; Rtt109 HAT inh: 6; CAL PDZ FP-2: -1; NSD2 HMT inh: -1; PfHsp90 set2: 41; PvdQ inh: -20; dFosB activator: 4

What do the screens show for `COc1ccc(C2NCCc3cc(OC)c(OC)cc32)cc1OC` (configuration not stated)?
CAL PDZ FP-1: 0.6; Rtt109 HAT inh: 5; CAL PDZ FP-2: 60*; NSD2 HMT inh: -1; SR-BI HDL uptake: 8; SR-BI DiI-HDL act: -8; PvdQ inh: -11; dFosB activator: -6

Results for NC(=O)c1ccc[n+](Cc2ccc(-c3ccccc3)cc2)c1 ?
CAL PDZ FP-1: -2.2; Rtt109 HAT inh: 0; CAL PDZ FP-2: -3; NSD2 HMT inh: 2; PfHsp90 set2: -11; SR-BI HDL uptake: -18; SR-BI DiI-HDL act: 18; PvdQ inh: -13; dFosB activator: 3

Results for c1ccc(-c2noc(CSc3nnc(Cc4cccs4)n3-c3ccccc3)n2)cc1 ?
CAL PDZ FP-1: 0.2; Rtt109 HAT inh: 9; MITF TRPM1 HTS: -18; CAL PDZ FP-2: -1; NSD2 HMT inh: 3; PfHsp90 set2: 5; SR-BI HDL uptake: -16; SR-BI DiI-HDL act: 16; PvdQ inh: 16; dFosB activator: -4

How did O=C(Nc1cccnc1)C1OCCc2ccccc21 (configuration not stated) do in these assays?
CAL PDZ FP-1: -3.2; Rtt109 HAT inh: -4; MITF TRPM1 HTS: -4; CAL PDZ FP-2: -1; NSD2 HMT inh: 2; PfHsp90 set2: 14; SR-BI HDL uptake: -26; SR-BI DiI-HDL act: 26; PvdQ inh: -9; dFosB activator: -1

How did CCC(C)NCCOc1ccc(Br)cc1 (configuration not stated) do in these assays?
CAL PDZ FP-1: -0.1; Rtt109 HAT inh: -5; MITF TRPM1 HTS: 10; CAL PDZ FP-2: 4; NSD2 HMT inh: -1; PfHsp90 set2: 21; SR-BI HDL uptake: -15; SR-BI DiI-HDL act: 15; PvdQ inh: -5; dFosB activator: 2

Results for C=CCSc1nc2c(sc3nc(C)cc(C)c32)c(=O)[nH]1 ?
CAL PDZ FP-1: -2.2; Rtt109 HAT inh: 2; CAL PDZ FP-2: -4; NSD2 HMT inh: -3; SR-BI HDL uptake: 22; SR-BI DiI-HDL act: -22; PvdQ inh: 1; dFosB activator: -21

Results for Cc1ccc2nc(-c3ccc(NS(=O)(=O)c4ccc(F)cc4)cc3)sc2c1 ?
CAL PDZ FP-1: -2.3; Rtt109 HAT inh: 2; MITF TRPM1 HTS: 40; CAL PDZ FP-2: 3; NSD2 HMT inh: -2; PfHsp90 set2: 109*; SR-BI HDL uptake: 1; SR-BI DiI-HDL act: -1; PvdQ inh: 30*; dFosB activator: -20

How did CCN(CC(=O)NCc1cccs1)C(=O)c1ccc([N+](=O)[O-])o1 do in these assays?
CAL PDZ FP-1: -2.2; Rtt109 HAT inh: -16; MITF TRPM1 HTS: -10; CAL PDZ FP-2: -2; NSD2 HMT inh: 4; PfHsp90 set2: 32; SR-BI HDL uptake: 2; SR-BI DiI-HDL act: -2; PvdQ inh: -6; dFosB activator: -15

Results for CC1CCN(S(=O)(=O)c2ccc(NC(=O)[C@@H]3CCCN3C(=O)c3cccs3)cc2)CC1 ?
CAL PDZ FP-1: -0.3; Rtt109 HAT inh: 1; MITF TRPM1 HTS: -2; CAL PDZ FP-2: -3; NSD2 HMT inh: 11; PfHsp90 set2: 4; SR-BI HDL uptake: -17; SR-BI DiI-HDL act: 17; PvdQ inh: 6; dFosB activator: 3

Results for O=C(N/C(=C/c1ccco1)C(=O)N1CCCC1)c1cccs1 ?
CAL PDZ FP-1: -2.9; Rtt109 HAT inh: -3; CAL PDZ FP-2: -3; NSD2 HMT inh: -1; PfHsp90 set2: -26; SR-BI HDL uptake: -3; SR-BI DiI-HDL act: 3; PvdQ inh: -5; dFosB activator: 0

What do the screens show for `CCOc1ccc(C2CC(c3cccc(OC)c3)Nc3nc(N)nn32)cc1` (configuration not stated)?
CAL PDZ FP-1: 0.3; Rtt109 HAT inh: -7; SR-BI HDL uptake: -1; SR-BI DiI-HDL act: 1; PvdQ inh: -1; dFosB activator: -10

Results for O=C(c1cccc(S(=O)(=O)N2CCCC2)c1)N1CCN(c2ccccc2F)CC1 ?
CAL PDZ FP-1: 0.5; Rtt109 HAT inh: -4; MITF TRPM1 HTS: -12; NSD2 HMT inh: 1; SR-BI HDL uptake: -1; SR-BI DiI-HDL act: 1; PvdQ inh: -4; dFosB activator: 0

What do the screens show for `N#Cc1cc(N)ccc1-n1cccc1`?
CAL PDZ FP-1: -0.3; Rtt109 HAT inh: -9; MITF TRPM1 HTS: -4; CAL PDZ FP-2: -2; NSD2 HMT inh: 4; PfHsp90 set2: -21; SR-BI HDL uptake: -4; SR-BI DiI-HDL act: 4; PvdQ inh: -2; dFosB activator: -6

How did COc1cccc(N2CCN(c3nc(C)cc(C)c3C#N)CC2)c1 do in these assays?
CAL PDZ FP-1: -0.2; Rtt109 HAT inh: 0; CAL PDZ FP-2: -9; NSD2 HMT inh: 4; PfHsp90 set2: 4; SR-BI HDL uptake: 25; SR-BI DiI-HDL act: -25; PvdQ inh: 2; dFosB activator: -7

How did COc1cc2c(cc1OC)C(O)C(O)(CO)C(C(=O)O)C2c1cc(OC)c(OC)c(OC)c1 (configuration not stated) do in these assays?
CAL PDZ FP-1: 1.1; Rtt109 HAT inh: 4; MITF TRPM1 HTS: -11; CAL PDZ FP-2: -1; NSD2 HMT inh: 0; PfHsp90 set2: 12; SR-BI HDL uptake: -12; SR-BI DiI-HDL act: 12; PvdQ inh: -19; dFosB activator: -4

Results for O=C(CNC(=O)N1CC(=O)Nc2ccccc21)Nc1ccccc1F ?
CAL PDZ FP-1: -0.4; Rtt109 HAT inh: -12; MITF TRPM1 HTS: -10; CAL PDZ FP-2: 5; NSD2 HMT inh: -1; PfHsp90 set2: -6; SR-BI HDL uptake: -12; SR-BI DiI-HDL act: 12; PvdQ inh: -6; dFosB activator: 0

Results for CN(C)S(=O)(=O)c1ccc(SCC(=O)Nc2ccc3c(c2)OCCO3)nc1 ?
CAL PDZ FP-1: -3.5; Rtt109 HAT inh: -2; MITF TRPM1 HTS: 24; CAL PDZ FP-2: -6; NSD2 HMT inh: -2; PfHsp90 set2: 15; SR-BI HDL uptake: -8; SR-BI DiI-HDL act: 8; PvdQ inh: -2; dFosB activator: -3
